Screens (PubChem)
All columns: NCI-60 one-dose screen, growth in % after 48 h at 10 µM unless noted; 100 = growth as untreated, 0 = no growth, -100 = all killed.
M14: M14 melanoma; 80,000 compounds, 6.2% hits; AID 1794745
HOP-62: HOP-62 NSCLC. AID 1794735. 80,000 compounds, 3.9% hits
EKVX: EKVX NSCLC; 71,000 compounds, 3% hits; AID 1794765
HOP-92: HOP-92 NSCLC cells; 71,000 compounds, 6.3% hits; AID 1794738
LOX IMVI: LOX IMVI melanoma | 79,000 compounds, 7.4% hits
A549/ATCC: A549/ATCC NSCLC; 81,000 compounds, 3.7% hits; AID 1794740
CCRF-CEM: CCRF-CEM leukemia | 77,000 compounds, 7% hits | AID 1794778
SK-MEL-5: SK-MEL-5 melanoma. 80,000 compounds, 6.4% hits
Numbers without * were called inactive; nt = no result given; & = joins results of further samples. Rule for the calls: active = growth percent below 10; inactive = the rest. An unsorted share of the library. About 12% of those tested had a hit in this group.

structure,HOP-62,M14,LOX IMVI,EKVX,CCRF-CEM,HOP-92,SK-MEL-5,A549/ATCC
O=C(O)/C=C\c1ccc(OCc2ccccc2)cc1,95,99,95,101,101,88,103,94
Cc1nn(CC(=O)O)c2c1C(=O)CC(C)(C)C2,91,93,107,105,100,96,115,102
COc1ccc2oc(=O)cc(COc3ccc(OCc4ccccc4)cc3)c2c1,107,99,101,104,97,96,99,90
CN1C(=O)/C(=c2\sc3n(c2=O)C2C(NN=3)N(C)C(=O)N2C)c2ccccc21 (stereo not drawn),80,97,91,94,nt,87,89,100
Cc1cc(C)cc([N+](=O)[O-])c1,105,107,97,108,104,nt,116,101
C=C(C)[C@@H]1CC[C@]2(C(N)=O)CC[C@]3(C)[C@H](CC[C@@H]4[C@@](C)(CCC#N)[C@H](C(=C)C)CC[C@]43C)[C@@H]12,75,78,74,78,73,66,106,51
COc1cc2ccnc3c2c(c1OC)-c1ccncc1-3,96,108,109,nt,nt,67,97,94
COc1ccc(C2C=C(c3ccc(Cl)cc3)N=C3SC=CN32)cc1 (stereo not drawn),108,109,100,nt,88,86,111,104
Cc1ccc(-c2ccc(C(=O)N/N=C/c3ccc([N+](=O)[O-])cc3)c(C)n2)cc1,94,92,88,84,84,76,92,81
COC(=O)c1cc2c(cc1C(=O)OC)[n+](Cc1ccc3ccccc3c1)cn2Cc1ccc2ccccc2c1,79,96,100,94,101,85,94,92
Fc1ccc(-c2nc3ncccn3c2-c2nc3ccc(Cl)cc3[nH]2)cc1,102,95,nt,nt,nt,72,77,87
O=C1Nc2ccccc2C1(c1c[nH]c2ccccc12)c1c[nH]c2ccccc12,49,66,8.4*,23,65,-6.6*,89,59
COc1cc(/C=C/C(=O)c2cc(-c3ccc(F)cc3)ccc2O)cc(OC)c1OC,115,86,49,53,-3.2*,58,48,84
COc1ccc(/C(C)=C(\c2ccc(OCCN3CCOCC3)cc2)c2ccc(OC(=O)C3CCCCC3)cc2)cc1,108,102,102,107,111,109,110,106
CC1(N)CCC(C(C)(C)N)CC1 (stereo not drawn),105,109,99,101,132,75,106,97
NC1=NC(c2cccc(Cl)c2)c2c(n[nH]c2N)N1 (stereo not drawn),108,114,102,95,78,nt,100,93
CN1CCN(C(=O)OCc2nc3c(N4CCOCC4)nc(-c4ccccc4)nc3n2C)CC1,4.6*,-74*,-91*,-77*,-6.9*,-64*,-97*,6.4*
O=c1/c(=C/Nc2ccc(Cl)cc2)sc2ncnn12,90,88,76,91,109,nt,96,89
Cc1c(Cc2ccccc2)c(=O)oc2c(C)c(OCc3nnc4n3C(=O)c3ccccc3-4)ccc12,nt,107,100,90,93,95,97,96
O=c1[nH]c2ccc(Cl)cc2cc1CSc1ccc(Nc2nccc(-c3ccc(C(F)(F)F)cc3)n2)cc1,110,102,98,99,100,79,101,68

Looked up one by one from the list above (two):
structure,HOP-62,M14,LOX IMVI,EKVX,CCRF-CEM,HOP-92,SK-MEL-5,A549/ATCC
CC1(N)CCC(C(C)(C)N)CC1 (stereo not drawn),105,109,99,101,132,75,106,97
O=c1/c(=C/Nc2ccc(Cl)cc2)sc2ncnn12,90,88,76,91,109,nt,96,89

The main list resumes with the 6 entries that preceded the break.
structure,HOP-62,M14,LOX IMVI,EKVX,CCRF-CEM,HOP-92,SK-MEL-5,A549/ATCC
CC1(N)CCC(C(C)(C)N)CC1 (stereo not drawn),105,109,99,101,132,75,106,97
NC1=NC(c2cccc(Cl)c2)c2c(n[nH]c2N)N1 (stereo not drawn),108,114,102,95,78,nt,100,93
CN1CCN(C(=O)OCc2nc3c(N4CCOCC4)nc(-c4ccccc4)nc3n2C)CC1,4.6*,-74*,-91*,-77*,-6.9*,-64*,-97*,6.4*
O=c1/c(=C/Nc2ccc(Cl)cc2)sc2ncnn12,90,88,76,91,109,nt,96,89
Cc1c(Cc2ccccc2)c(=O)oc2c(C)c(OCc3nnc4n3C(=O)c3ccccc3-4)ccc12,nt,107,100,90,93,95,97,96
O=c1[nH]c2ccc(Cl)cc2cc1CSc1ccc(Nc2nccc(-c3ccc(C(F)(F)F)cc3)n2)cc1,110,102,98,99,100,79,101,68
N#Cc1ccc(NC(=O)NN2CCCCCC2)cc1,120&113,126&119,102&107,111&103,99&94,99,106,88&101
COc1ccc(C2C3N=C4N(NC(=O)N4c4ccccc4)C3=Nc3nc(-c4ccc(Cl)cc4)nn32)cc1 (stereo not drawn),89,99,96,81,100,96,96,106
N#C/C(=C\c1ccc2ccccc2n1)c1cc2ccccc2[nH]1,101,85,87,82,47,76,96,94
CCOC(=O)N1C(=O)NC(=O)C1c1ccc(OC)cc1 (stereo not drawn),114,112,96,105,105,104,109,101
Cc1ccc(C2NC(=S)NC=C2C(=O)c2cc3ccccc3oc2=O)cc1 (stereo not drawn),93,92,82,94,105,nt,89,104
O=C1/C(=C/c2ccc(O)cc2)COc2ccc(O)c(O)c21,51,65,-48*,71,9.6*,53,44,35
COC(=O)[C@H]1Cc2c([nH]c3ccccc23)[C@H](c2cccs2)N1,105,115,96,98,78,97,99,105
Nc1ccc2c(c1)C(=O)c1ccc(Cl)cc1-2,100,115,nt,93,82,101,106,93
COc1cccc(CN2C(=O)OC(C)(COC(C)=O)C2=O)c1OC (stereo not drawn),109,105,101,106,101,92,103,97
COc1cc(C2SCC(=O)N2NC(=O)c2ccc(NC(=O)c3ccccn3)cc2)cc(OC)c1OC (stereo not drawn),90,96,92,nt,102,108,97,82
CCOC(=O)Nc1ccc(-n2cnc3cc(-c4ccc(O)cc4)ccc32)cc1,122,98,95,104,55,143,88,91
COc1cc2nnn3c4ncccc4c(N=O)c3c2cc1OC,106,104,59,106,-13*,-12*,113,95
CC(=O)Cc1ccccn1,108,102,103,98,99,nt,105,104
CNC(=O)C(=O)NC,96,109,107,100,99,84,110,108
CCn1cc(C(=O)NNC(=O)Nc2c(C)cccc2Cl)c(=O)c2ccc(C)nc21,89,112,96,107,96,81,102,91
CCCCCCCCn1ccc2cc(NC(=O)Cn3cc(-c4ccc(C)cc4)nn3)ccc21,97,90,81,91,19,104,90,79
CCCn1c(NC(=O)c2cccc(C(N)=O)c2)nc2ccccc21,137&126,108&107,104&102,109&99,92&117,93,98,100&88
CCOC(=O)c1[nH]c(C)nc1/N=N/N(C)C,98,107,99,nt,nt,nt,102,nt
CC(C)(C)c1ccc(Cn2cc(CSc3nc4ccccc4s3)nn2)cc1,88,97,103,98,95,81,106,84
CCN(CC)CCCCCNc1cc(OC(C)=O)cc2cccnc12,97,107,73,103,99,68,91,104

(next part)
structure,HOP-62,M14,LOX IMVI,EKVX,CCRF-CEM,HOP-92,SK-MEL-5,A549/ATCC
CSc1nc2ccccc2s1,101,111,103,105,95,nt,103,102
O=c1[nH]c(=S)[nH]c(=O)n1-c1ccc2c(c1)OCO2,97,108,101,nt,106,nt,109,99
CCOC(=O)Cc1cc(Br)c(OC/C=C(/C)CC/C=C(/C)CCC=C(C)C)c(Br)c1,97,88,85,88,99,nt,97,99
CC(=O)OCCN(CCOC(C)=O)CCOC(C)=O,98,nt,108,100,96,101,100,101
Cc1ccc(O)c(Cc2ccccc2Cl)c1,72,95,86,90,92,79,97,97
CC(=O)N(C)c1ccc(Nc2cc(S(=O)(=O)O)c(N)c3c2C(=O)c2ccccc2C3=O)cc1,116,124,101,109,95,91,106,104
O=C(CSc1nc2ccccc2c(=O)[nH]1)NCCN1CCCCC1,106,94,98,94,99,101,100,100
CC1(c2ccccc2)OC(=O)c2ccccc21 (stereo not drawn),93,98,97,100,102,107,103,98
CCC(=O)N1N=C(c2ccc(-n3ccc(C(F)(F)F)n3)cc2)CC1c1ccc[nH]1 (stereo not drawn),109,90,96,93,89,122,98,93
O=C(CCCCCSc1nc(-c2ccccc2)cc(-c2ccc(Cl)cc2)n1)NO,103,94,96,94,91,86,90,101
NC(=O)CC1(O)C=C(Br)C(=O)C(Br)=C1,108,nt,86,91,-45*,-51*,93,112
O=C(Cc1ccc(F)c(Cl)c1)Nc1cc(C2CC2(F)F)nn1CC1CCCCC1 (stereo not drawn),125,nt,107,91,101,90,nt,97
CC(=O)OCCCc1ccccc1,104,106,102,nt,96,nt,104,99
CCCCC(NC(=O)c1cccc(N2C(=O)/C(=C/c3cccc(F)c3)SC2=S)c1)C(=O)O (stereo not drawn),102,96,95,101,95,119,98,100
C=CCc1c(O)c(C(=O)/C=C/c2ccc(OC)cc2)c(OC)c2ccoc12,98,76,55,82,53,63,60,63
COC(=O)C1C(=O)C(C(=O)OC)C(C)N(C)C1C (stereo not drawn),97,101,96,nt,105,nt,102,97
O=c1oc(-c2ccccc2)c(-c2ccccc2)c2ccccc12,92&102,96&104,93&98,106&84,84&90,65,106,96&108
c1ccc2c3c([nH]c2c1)CCCC3,94,98,92,135,115,nt,107,91
COC(=O)c1ccc(C(C)C)cc1,88,89,95,92,84,83,104,91
OCC(O)C(O)C(O)c1nc2ccccc2s1 (stereo not drawn),97,103,103,118,101,94,104,104

New compounds follow:
structure,HOP-62,M14,LOX IMVI,EKVX,CCRF-CEM,HOP-92,SK-MEL-5,A549/ATCC
COc1ccccc1N1CCN(C(=O)c2ccc(Cc3n[nH]c(=O)c4cccnc34)cc2)CC1,89,93,97,86,nt,101,92,104
O=C(Nc1ccccc1)Nc1ncnc2c1ncn2-c1ccncc1,106,103,101,97,114,107,111,103
C[C@@H]1O[C@H](/C=C\c2ccc(F)cc2)[C@@H](O)[C@H]1O,109,98,94,108,103,105,104,102
CC(C)c1cc(-c2nc3ccccc3[nH]2)no1,99,106,105,97,86,107,102,90
CCCC(=O)Oc1ccc(/C(=C(\C)c2ccccc2)c2ccc(OCCN(CC)CC)cc2)cc1,93,41,80,99,70,58,64,67
O=C(CCl)Oc1ccc(-c2ccccc2)c(Br)c1,107,103,97,115,118,92,nt,106
COc1ccc(-c2nc(N/N=C/c3ccccc3F)nc(N3CCOCC3)c2C#N)cc1,96,106,101,93,89,91,110,98
c1ccc2c(-c3cccc4ccccc34)cccc2c1,100,99,98,100,98,87,98,89
O=C1c2ccccc2C(=O)c2c1oc1oc3c(c(=O)c21)c(=O)n(-c1ccccc1)c1ccccc31,36,45,43,nt,18,80,18,38
CC1COc2c(N3CCN(C)CC3)c(F)cc3c(=O)c(C(=O)NNC(=S)Nc4ccc(Cl)cc4)cn1c23 (stereo not drawn),105,nt,124,91,104,102,96,106
CCOc1c(C#N)c(Nc2ccc(S(N)(=O)=O)cc2)c(C#N)c2nnc(Nc3ccccc3)n12,105,111,102,99,110,105,102,100
C=C1CC[C@@H]2[C@](C)(COC(C)=O)[C@H](OC(C)=O)CC[C@@]2(C)[C@@H]1CC(NCCCC)C1=CCOC1=O (stereo partly drawn),94,93,90,71,81,53,76,81
CC[C@@H](C(=O)[C@@H](C)[C@@H](O)[C@H](C)[C@@H]1O[C@@H]([C@@H](CC)C(=O)O)CC[C@@H]1C)[C@H]1OC2(C=C[C@@H](O)[C@]3(CC[C@@](C)([C@H]4CC[C@](O)(CC)[C@H](C)O4)O3)O2)[C@H](C)C[C@@H]1C (stereo partly drawn),39,-87*,8.3*,34,0.9*,-15*,nt,12
O=C(O)c1ccc(=O)[nH]n1,111,107,96,116,112,88,110,116
CC(CCN1CCN(CCC(C)CC(C)(C)C)C1=O)CC(C)(C)C (stereo not drawn),96,100,74,88,106,nt,91,79
COc1cc(NC(=O)Nc2cccc(-c3cc(=O)c4ccccc4o3)c2)cc(OC)c1OC,75,96,74,96,nt,95,60,77
O=C(CCCl)Nc1cccc(Cn2c(=O)[nH]c3ccc(Oc4ncccn4)cc3c2=O)c1,83,94,96,103,88,75,96,93
Cc1cc(C(NC(=O)C2CC3(CC(Nc4cccc5c4C(=O)N(C4CCC(=O)NC4=O)C5=O)C3)C2)c2ccc3c(c2)OC(F)(F)O3)c(O)c2ncccc12 (stereo not drawn),-11*,-30*,-5.0*,6.4*,-7.7*,-1.7*,-64*,9.7*
COc1ccccc1-n1nccc1-c1nonc1C,103,96,99,nt,107,81,94,107
CCC(CC(C)C)Nc1ccc(NC(CC)CC(C)C)cc1 (stereo not drawn),105,99,83,81,10,-13*,95,89

Going on with the list:
structure,HOP-62,M14,LOX IMVI,EKVX,CCRF-CEM,HOP-92,SK-MEL-5,A549/ATCC
Cc1nn(-c2ccc(F)cc2)c2ncnc(N)c12,108,104,98,81,113,102,98,105
CCOC(=O)c1ccc(C(Br)Br)cc1,109,102,98,107,97,nt,101,86
S=C=Nc1cccc(N=C=S)c1,94,109,101,106,104,107,103,86
CC1(C)OC(=O)C(=Cc2ccc(F)cc2)C(=O)O1,101,96,99,93,112,101,100,113
N#Cc1cnn(-c2cccc(Cl)c2)c1-n1cccc1,81,98,101,90,96,nt,124,47
N#C/C(=N\Nc1ccc(Cl)cc1)C(=O)C1CC1,42,52,67,32,64,20,1.0*,41
CCOC(=O)C1=C(C(=O)c2ccc(Br)cc2)C(c2ccc(Br)cc2)NC(=S)N1 (stereo not drawn),88,97,94,104,114,96,103,100
Oc1ccc(-c2nc3ccc4[nH]ncc4c3c3c2CCCC3)c(F)c1,36,17,28,38,12,69,3.3*,16
O=C(OCCc1ccccc1)c1ccccc1,98,108,104,nt,100,nt,97,98
CCCCN(CCCC)CCCCCCCCCO,106,108,98,110,nt,nt,109,104
CCOc1ccc(C=Nc2cc(C(C)C)c(O)cc2C)cc1OCC,81,95,100,93,84,84,99,77
S=c1[nH]sc(=S)[nH]1,108,106,103,nt,96,nt,94,103
COc1ccc(-c2nnc(SCC(=O)Nc3ccc(C(C)=O)cc3)o2)cc1,101,109,101,99,94,110,90,96
